IL2 activator: activates IL-2 in a cell-based reporter assay | IL-2 activation reporter assay, cell-based qHTS; stimulated with anti-CD3/CD4/CD28 beads; in transgenic mouse T cells | activation, % (series mostly up to about 46 µM) | 360,000 compounds, 0.065% hits | AID 652025; in the data active = activation above about 50%; inconclusive = mostly about 30% to 49%; note: 0% is about no effect
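Using fluorescent plate cytometry, EGFP and DsRed are detected in transgenic mouse T cells stimulated 18 h at 37 degrees C with antibody-coated beads after 60 min compound pretreatment.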
PLK1 PBD inh: PLK1 (human) polo-box domain binding inhibition; Plk1 PBD binding of FITC phosphopeptide, fluorescence polarization; Potency, µM, for the others: max response, negative = inhibition, usual class: inhibitors; 360,000 compounds, 2.8% hits; AID 720504; note: potency is the fitted concentration of half-maximal effect; series mostly up to about 57 µM; % is set by controls: 0 for no effect and ±100 for the full control effect; nearly all actives have a fitted effect of over 65% in size
FUS yeast rescue: FUS proteinopathy suppression in yeast; 390,000 compounds, 0.24% hits; S. cerevisiae FUS-expressing, growth rescue, OD600, 24 h; AID 1347120; Potency, µM (top dose mostly 76.6 µM), inactives show top-dose growth rescue (activation), most hits filed as activators;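 note: potency is the fitted concentration of half-maximal effect; plate controls were DMSO vehicle for no effect and reference control for full effect; nearly all actives have a fitted effect of over 55% in size; some results filed as inactive show a strong effect at the top dose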
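FUS-expressing yeast, raffinose-pregrown, induced in 2% galactose minimal medium at OD 0.005; compounds in a dilution series, 24hr at 30C. Growth restoration read as absorbance at 600 nm. CP55940 positive control, DMSO negative.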
Abeta yeast res: A-beta toxicity reversal in yeast. 410,000 compounds, 0.063% hits. Potency, µM (titrated, usually from 46.1 µM), for inactives: at the top dose growth rescue, hits mostly activators. AID 1347071. yeast expressing A-beta42, growth rescue, OD600, 48 h; response scale: 0% DMSO, 100% iron-clioquinol control; note: potency is the fitted concentration of half-maximal effect; nearly all actives have a fitted effect of over 55% in size
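Yeast growth medium received pinned compounds, then yeast cells expressing toxic A-beta were added; plates incubated at 30 C for 48 hr. Growth read as absorbance at 600 nm, normalized to DMSO and equimolar FeCl3 plus clioquinol controls.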
EPAC1 ag: activates human EPAC1 exchange factor. Potency, µM (top dose mostly 154 µM), for the others: at the highest dose activation, actives largely listed as activators. 360,000 compounds, 0.073% hits. EPAC1 agonist qHTS, biochemical assay; response scale: 100% = response to 6.5 mM cAMP. O95398; note: potency is the fitted concentration of half-maximal effect; nearly all actives have a fitted effect of over 60% in size
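EPAC1 100 nM, Rap1B–BODIPY-GDP 250 nM, unlabeled GDP 50 uM; compound titration; 5 min RT; kinetic read ex480/em540 at 5-min intervals ×30 min; data normalized to 6.5 mM cAMP agonist control.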
EPAC1 antagonist: EPAC1 (human) antagonism; EPAC1 GEF assay, Rap1b-BODIPY-GDP exchange fluorescence; Potency, µM (highest dose often 115 µM), for the others: top-dose activity change, negative = inhibition, hits mostly inhibitors; 360,000 compounds, 0.14% hits; AID 720709;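 note: potency is the fitted concentration of half-maximal effect; plate controls were vehicle for no effect and positive control for full effect; nearly all actives have a fitted effect of over 50% in size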
WRN inhibitor: WRN helicase (human) inhibition; Q14191; WRN helicase unwinding, fluorescent forked duplex, kinetic; Potency, µM (titrated, usually from 114 µM), inactives show top-dose activity change, negative = inhibition, most hits filed as inhibitors; 360,000 compounds, 0.46% hits; AID 651768; note: potency is the fitted concentration of half-maximal effect; % is set by controls: 0 for no effect and ±100 for the full control effect; nearly all actives have a fitted effect of over 55% in size
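Primary qHTS, 1536-well format. 20 nM WRN + compound, 15 min RT; start with 100 nM forked fluorophore/quencher duplex, 2 mM ATP (final); kinetic read ex 525/em 598 nm.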
PI5P4K alpha inh: blocks human PI5P4K alpha kinase activity; 330,000 compounds, 1.2% hits; P48426; max response, %; PI5P4Kalpha enzyme, ADP-Glo luminescence, 60 min; hits give low values; active = max response of -50% or lower; inconclusive = between -30% and -50%; inactive = -30% or higher; note: value at the top dose of about 77 µM; % is set by controls: 0 for no effect and ±100 for the full control effect
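qHTS, 1536-well: enzyme/substrate mix, compound by pin tool, 5 microM ATP final; RT 60 min; ADP-Glo reagents 1 (45 min) then 2 (30 min); luminescence.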
* = called active by the depositor; ? = inconclusive; . = no result given; & = joins results of further samples. Unless noted, calls come from the whole dose curve; as a rule, active = well fitted curve in the direction sought with a large enough effect; inconclusive = small, poorly fitted or top-dose-only effect, or another doubt; inactive = no such curve, though single readings can be large; an effect the other way counts as inactive or inconclusive. Rows were taken by chance; overall some 4.1% were active at least once.

SMILES | IL2 activator | PLK1 PBD inh | FUS yeast rescue | Abeta yeast res | EPAC1 ag | EPAC1 antagonist | WRN inhibitor | PI5P4K alpha inh
COc1cc(C2NC(=O)NC(C)=C2C(=O)OCC2CCCCC2)ccc1O (stereo unspecified) | 1.4 | -11% | -3% | -19% | 8% | -3% | 3% | -1
C[C@H](CO)N1C[C@H](C)[C@@H](CN(C)C(=O)Nc2ccc(C(F)(F)F)cc2)Oc2c(NC(=O)c3ccncc3)cccc2C1=O | -0.4 | -24% | 13% | -2% | 0% | -10% | -3% | -2
CCOc1ccc2nc(NC(=O)C(CC)Sc3nc(C)cc(=O)[nH]3)sc2c1 (stereo unspecified) | -0.6 | -29% | -4% | -7% | 1% | -17% | -10% | 0
COc1ccc(N2CCN(CCCNC(=O)Nc3ccccc3)CC2)cc1 | -1.1 | -5% | -32%&20% | -9%&18% | -4% | 13% | 1% | .
NC(CSC(c1ccccc1)(c1ccccc1)c1ccccc1)C(=O)O (stereo unspecified) | -6.3 | -18% | . | 11% | 4% | 6% | -15% | -22
CCOC(=O)c1c(NC(C)=O)sc2c(O)cccc12 | 1.8 | 1% | -19% | 10% | 2% | 0% | 4% | 2
CNC(=S)N/N=C/c1cn(CCOc2ccccc2OC)c2ccccc12 | -0.6 | -4% | 32% | 19% | 11% | -2% | -3% | 9
O=C(c1ccco1)N1CCN(C(=O)c2cn(-c3ccccc3)nc2-c2ccccc2)CC1 | -0.3 | 0% | 35% | 5% | -5% | -4% | 0% | 3
CCCCn1c(N)c(N(CCOC)C(=O)c2ccc(-n3c(C)ccc3C)cc2)c(=O)[nH]c1=O | 5.9 | 4% | 28% | -5% | 2% | 6% | 3% | -3
CSc1ccc(S(=O)(=O)N2CC(=O)Nc3ccccc32)cc1 | -0.7 | -12% | -3% | 13% | 9% | -1% | 3% | 3
CC(=O)Nc1cccc(NC(C)=O)n1 | -0.1 | -4% | 23% | 6% | 0% | 0% | 5% | 2
CCCc1c(C)nc2ccccc2c1SCCC#N | -0.6 | 21µM* | 32% | -4% | 0% | -15% | 6% | -4
O=C(Cc1cccs1)NCc1ccc(Cl)cc1 | -3.4 | 1% | -1% | -4% | -6% | 4% | -1% | -22
CC1(C)CC(=O)C=C(Nc2ccc(F)c(Cl)c2)C1 | 0.8 | -6% | -18% | -12% | 10% | -19% | -4% | -1
Cc1ccc(N2CC(C(=O)Nc3nnc(SCc4ccccn4)s3)CC2=O)cc1 (stereo unspecified) | -2.6 | -6% | 11% | -4% | -4% | 12% | -19% | -17
CCOc1cc(NC(=O)c2ccccc2[N+](=O)[O-])c(OCC)cc1NC(=O)CC(C)C | -1.2 | -2% | 17% | 4% | 6% | -4% | -2% | .
CCN1C(=O)[C@H]2[C@@H](c3ccc(-c4ccc(OC)cc4)cc3)N3CCC[C@@]3(C(=O)OC)[C@H]2C1=O | 0.2 | 2% | 28µM* | 13% | 12% | -14% | -8% | 0
CC(C)NS(=O)(=O)c1ccc(OCC(=O)Nc2ccc3c(c2)OCO3)cc1 | 11 | -7% | -5% | 5% | 12% | -20% | 0% | 1
O=C(CN1CCN(Cc2cccc(F)c2)CC1)Nc1ccccc1F | -0.1 | -7% | -17% | 1% | 6% | 1% | -5% | 8
CCN(CC(=O)NC1CCS(=O)(=O)C1)c1nc(-c2cccnc2)nc2ccccc12 (stereo unspecified) | 0.1 | -6% | 10% | 8% | 2% | -1% | -6% | -4
CCOc1ccc(S(=O)(=O)N(CC(=O)N2CCC(C(N)=O)CC2)c2ccc(F)cc2)cc1 | -0.8 | -9% | 18% | 8% | -2% | 4% | 8% | 3
O=C(CC12CC3CC(CC(C3)C1)C2)NCO | 0.4 | -4% | -18% | -4% | 4% | -11% | -7% | 0
CC(C)c1nc2scc(-c3ccc(Cl)cc3)c2c(=O)n1N | -2.6 | -5% | 6% | -16% | 15% | -9% | -2% | -3
COc1ccc(-n2c(=O)c(NC(=O)c3ccccc3)c3n(c2=S)CCCCC3)cc1 | -4.1 | -4% | 21% | 1% | -3% | -23% | 2% | -4
COc1ccc(CCN2CC(C(=O)Nc3ccc4c(c3)OCO4)CC2=O)cc1OC (stereo unspecified) | -3.0 | ? | 26% | 8% | 0% | -3% | -4% | -15
COC(=O)CSc1[nH]c(=O)cc(C)c1C#N | -0.5 | -9% | 4% | -5% | -2% | -1% | -4% | -13
COC(=O)Nc1ccc(S(=O)(=O)Nc2cc(OC)nc(OC)n2)cc1 | -0.5 | -1% | 14% | 10% | 25% | 4% | -18% | 3
O=C(CSc1ncn[nH]1)Nc1ccccc1Sc1ccccc1 | -1.4 | -4% | 14% | 15% | 8% | 3% | -7% | .
Cc1cc(NS(=O)(=O)c2ccc(NC(=O)/C=C/c3cccc(Cl)c3)cc2)no1 | -3.9 | -6% | . | -7% | 2% | 1% | ? | -16
COc1cccc(C(=O)NNC(=S)NC2CCCCC2)c1 | -5.4 | -9% | . | -19% | . | 50µM* | -29% | -4
Cc1cc(C)c(OCC(=O)NCC2COc3ccccc3O2)c(C)c1 (stereo unspecified) | 0.4 | -5% | 43% | 26% | 8% | -28% | -31% | 4
COc1ccc2c(c1)c(C(=O)N/N=C/c1ccc(Br)cc1)c(C)n2C | 0.0 | 1% | -14% | 11% | 0% | -8% | 1% | 2
CC1(C)[C@@H](O)CC[C@]2(C)[C@H]3C(=O)C=C4[C@@H]5C[C@@](C)(C(=O)O)CC[C@]5(C)CC[C@@]4(C)[C@]3(C)CC[C@@H]12 | 0.1 | ? | -10% | -1% | -13% | -3% | -6% | 0
O=C(Cc1ccccc1)NCC(=O)N1CCCCC1 | 4.8 | -1% | -3% | -8% | 3% | -13% | -2% | 4
CCOc1cc(S(=O)(=O)NCc2ccco2)c(OCC)cc1-n1cnnn1 | -0.4 | 0% | 3% | 9% | 2% | 9% | -14% | .
O=c1cc(C(F)(F)F)[nH]c2ccc(C(F)(F)F)cc12 | -1.1 | -10% | 1% | -4% | 3% | -10% | -31% | -1
Cc1ccc(S(=O)(=O)N(C)C)cc1NC(=O)c1cc(=O)c2ccccc2o1 | 1.2 | -11% | -15% | -8% | 2% | -24% | 8% | 3
c1ccc(CCCN2CCN(c3ccccn3)CC2)cc1 | 0.5 | -13% | -13% | -8% | 13% | -3% | 0% | 2
COCCCN=C1NN=C(c2cc(C)n(Cc3ccco3)c2C)CS1 | -0.5 | -23% | 26% | -6% | 0% | 4% | -2% | -5
FCCCOc1ccc(-c2ccnc3ncnn23)cc1 | -2.0 | -3% | -14% | -16% | -6% | 6% | 4% | 3
O=C(NCCCN1CCOCC1)c1cc(S(=O)(=O)N2CCN(c3ccccc3)CC2)ccc1Cl | -0.1 | 3% | 1% | 1% | 10% | -2% | 2% | -1
CCCc1cc(C(=O)OC)c(NC(=O)CCC(=O)O)s1 | 0.9 | -26% | 26% | 4% | -3% | -24% | ? | -16
CN1CCN(C(=S)Nc2ccc(Cl)cc2)CC1 | -4.6 | -9% | -12% | 1% | 2% | 7% | 5% | -2
CCCCC(=O)OCC(=O)Nc1cccc(S(=O)(=O)NC2=NCCCCC2)c1 | -0.3 | 24µM* | 24% | -13% | 13% | 8% | -31% | -18
CC(Sc1n[nH]c(=O)n1Cc1ccccc1)C(=O)NC1CCCCC1C (stereo unspecified) | -0.4 | -3% | 10% | 6% | 8% | 2% | -4% | 9
C(CCN1CCOCC1)CN1CCOCC1 | 0.0 | -7% | -19% | -11% | 8% | 1% | -3% | 4
COc1ccc(OC)c(Cc2nnc(CCC(=O)N3CCCCC3c3nccs3)o2)c1 (stereo unspecified) | -0.4 | -1% | -8% | -8% | -9% | 2% | 12% | 4
Cn1c(=O)[nH]c(Nc2ccccc2)c([N+](=O)[O-])c1=O | -4.2 | -11% | 14% | -1% | 0% | -6% | -3% | -58*

An excerpt from above, showing only Abeta yeast res, WRN inhibitor and PLK1 PBD inh.
compound,Abeta yeast res,WRN inhibitor,PLK1 PBD inh
O=C(NCCCN1CCOCC1)c1cc(S(=O)(=O)N2CCN(c3ccccc3)CC2)ccc1Cl,1%,2%,3%
COCCCN=C1NN=C(c2cc(C)n(Cc3ccco3)c2C)CS1,-6%,-2%,-23%
Cn1c(=O)[nH]c(Nc2ccccc2)c([N+](=O)[O-])c1=O,-1%,-3%,-11%
COc1ccc(OC)c(Cc2nnc(CCC(=O)N3CCCCC3c3nccs3)o2)c1 (stereo unspecified),-8%,12%,-1%

Other entries.
SMILES | IL2 activator | PLK1 PBD inh | FUS yeast rescue | Abeta yeast res | EPAC1 ag | EPAC1 antagonist | WRN inhibitor | PI5P4K alpha inh
CCc1ccc(C(=O)c2oc3nc(C)cc(C)c3c2N)cc1 | 0.1 | 1% | 17% | -18% | 20% | -6% | -22% | .
O=C(c1ccc(Cl)c(Cl)c1)N(Cc1ccco1)c1ccc(O)cc1 | 0.0 | -5% | 4% | -8% | 6% | -10% | -9% | 18
CCCCn1c(N)c(N(CCC(C)C)C(=O)COC(=O)c2ccc(CC)cc2)c(=O)[nH]c1=O | -3.7 | -4% | 36% | -12% | 0% | -7% | -1% | 10
CCC(=O)Nc1ccc(C(=O)CSc2nnc(-c3ccc(O)cc3)n2CC2CCCO2)cc1 (stereo unspecified) | -2.1 | -12% | 19% | -9% | 6% | 15% | 9% | .
CCOc1ccc(-c2noc(CCC(=O)NC3CCCCC3)n2)cc1OC | -1.5 | -10% | 17% | -13% | 10% | 7% | -1% | 2
O=c1[nH]c2c(c(=O)n1Cc1ccccc1)CCC2 | 0.3 | 2% | -8% | 4% | -1% | 8% | -10% | -4
COc1cc2[nH]c(-c3ccc(C)cc3)cc(=O)c2cc1OC | 0.6 | -2% | 9% | -7% | -19% | -14% | 15% | -7
COc1ccc(-c2nnc3sc(CN4C(=O)c5ccccc5C4=O)nn23)cc1 | -0.3 | -26% | 5% | 5% | -3% | 5% | -4% | -6
C=CCOC(=O)c1ccc(-n2cncn2)nc1 | -0.5 | -4% | 5% | 11% | 5% | -11% | -4% | 3
Cc1ccc(C(=O)NNC(=O)CSc2nnc(-c3ccccc3)n2Cc2ccccc2)cc1 | -1.7 | -14% | -4% | 9% | -13% | 5% | 5% | 1

High-throughput results deposited in PubChem by National Center for Advancing Translational Sciences (NCATS).
